Screening data (PubChem)
CYP2C19 inhib = blockers of cytochrome P450 2C19 activity – biochemical, luminescence, ADME assay, primary screen; AID 778, 2007; 96,000 compounds, 21% hits; CYP2C19 Supersomes, luciferin-H EGE luminescence, 30 min; P33261; inhibition, % at 5 µM;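 active = CYP2C19 inhibition above a set limit at 5 µM in the primary screen, cut at about 50% in these data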;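 also: plate controls were negative control wells for no effect and 2.5 mM tranylcypromine positive control for full effect; values of inactives mirror those of a sister screen read the other way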
Target sequence (P33261 whole entry, looked up): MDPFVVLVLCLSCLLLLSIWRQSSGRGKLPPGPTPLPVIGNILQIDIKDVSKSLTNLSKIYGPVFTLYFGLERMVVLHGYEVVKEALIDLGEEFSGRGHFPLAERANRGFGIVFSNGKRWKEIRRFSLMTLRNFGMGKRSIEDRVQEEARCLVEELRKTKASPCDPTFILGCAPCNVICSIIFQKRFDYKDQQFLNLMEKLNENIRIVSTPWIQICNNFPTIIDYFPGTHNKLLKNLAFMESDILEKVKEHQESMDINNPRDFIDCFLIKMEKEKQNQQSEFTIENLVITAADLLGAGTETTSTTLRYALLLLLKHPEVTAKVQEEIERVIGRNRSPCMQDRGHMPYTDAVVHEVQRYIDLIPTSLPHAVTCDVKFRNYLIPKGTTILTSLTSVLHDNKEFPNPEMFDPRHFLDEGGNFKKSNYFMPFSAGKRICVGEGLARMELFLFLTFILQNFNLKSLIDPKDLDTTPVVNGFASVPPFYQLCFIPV
CYP2C9 activ = human CYP2C9 activators, primary screen, biochemical, luminescence; Cytochrome P450 2C9 (Homo sapiens), P11712; recombinant CYP2C9, luciferin-H conversion; hits give high values; factor 1 = untreated enzyme, 0 = blocked; activation factor at 5 µM; 96,000 compounds, 1.4% hits; AID 1024, 2008;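 active = activation factor of 2 or more for CYP2C9 at a 5 µM dose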;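 also: 0 = sulfaphenazole-blocked wells and 1 = vehicle-only wells; values of inactives mirror those of a sister screen read the other way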
Target sequence (P11712 whole entry, looked up): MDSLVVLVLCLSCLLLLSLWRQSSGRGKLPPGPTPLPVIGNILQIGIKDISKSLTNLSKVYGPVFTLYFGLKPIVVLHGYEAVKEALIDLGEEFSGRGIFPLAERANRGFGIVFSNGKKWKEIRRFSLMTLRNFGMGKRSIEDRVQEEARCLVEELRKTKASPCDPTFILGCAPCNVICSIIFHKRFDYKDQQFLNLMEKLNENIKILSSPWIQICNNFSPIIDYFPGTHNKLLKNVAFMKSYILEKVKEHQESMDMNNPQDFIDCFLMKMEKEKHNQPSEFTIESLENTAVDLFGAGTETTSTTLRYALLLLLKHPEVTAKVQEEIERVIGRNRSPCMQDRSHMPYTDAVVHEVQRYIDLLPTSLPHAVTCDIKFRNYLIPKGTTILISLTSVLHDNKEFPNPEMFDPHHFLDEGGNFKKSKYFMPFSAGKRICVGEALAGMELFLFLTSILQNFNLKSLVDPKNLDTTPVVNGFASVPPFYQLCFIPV
MT1-MMP txn act = MT1-MMP promoter reporter activation – cell-based, luciferase luminescence, primary screen; 86,000 compounds, 0.16% hits; HT1080 MT1-MMP promoter luciferase reporter, overnight; hits give high values; activation factor at 10 µM; AID 750, 2007;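 active = activation factor of at least 2 for MT1-MMP transcription at 10 µM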
Pyk2 oligo antag = antagonists of Pyk2 self-association, primary screen, Q293 cells, FERM NanoBiT luminescence, HTS | AID 1347419, 2020 | 99,000 compounds, 0.83% hits | Protein-tyrosine kinase 2-beta (Homo sapiens), Q14289 | z-score (the deposit names both 25 µM and 10 µM) | hits give low values;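 active = Z-score of -3 or lower, scaled per plate to the spread of control and sample wells; inactive = z-score above -3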;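 also: negative z-score means lost luminescence so less FERM oligomerization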
Mac1 fbg enh = enhancers of CD11b/CD18 adhesion to fibrinogen, primary screen, K562 cells, luminescence; Integrin beta-2 (Homo sapiens) + Integrin alpha-M (Homo sapiens), P05107+P11215; ATPlite luminescence; activation, % at 10 µM; 93,000 compounds, 0.07% hits;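 active = 10 µM primary screen giving 50% or more activity, confirmed by 40% or more on retest at that dose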; also: strong numbers were not always called active; reference of the scale not given here
CYP2C19 activ = human CYP2C19 activators, primary screen, biochemical, luminescence. Cytochrome P450 2C19 (Homo sapiens), P33261. recombinant CYP2C19, luciferin-H EGE luminescence; hits give high values; 0 = fully inhibited enzyme, 1 = untreated enzyme. activation factor at 5 µM. 96,000 tested, under 10 active. AID 1025, 2008;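 active = activation factor of at least 2 at 5 µM in the primary screen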;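 also: 0 = wells with 2.5 mM tranylcypromine and 1 = vehicle-only wells; values of inactives mirror those of a sister screen read the other way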
PLAP act = PLAP enzyme activators, biochemical, luminescence, HTS; AID 696, 2007; purified PLAP enzyme, luminescent substrate read-out; hits give high values; Alkaline phosphatase, placental type (Homo sapiens), P05187; 96,000 compounds, 1.2% hits; activation fold at 20 µM; in the data active = activation fold above about 2
CYP2C9 inh = blockers of cytochrome P450 2C9 activity – biochemical, luminescence, ADME assay, primary screen; AID 777, 2007; 96,000 compounds, 20% hits; CYP2C9 Supersomes, luciferin-H conversion; inhibition, % at 5 µM; P11712;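 active = blocking of liver enzyme CYP2C9 beyond about 50% at 5 µM, limit read from the data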; also: values of inactives mirror those of a sister screen read the other way
Mac1 fbg inh = inhibitors of CD11b/CD18 adhesion to fibrinogen, primary screen, K562 cells, luminescence; Integrin beta-2 (Homo sapiens) + Integrin alpha-M (Homo sapiens), P05107+P11215; inhibition, % at 10 µM; 93,000 compounds, 0.54% hits; ATPlite luminescence; Mn2+ added to activate the integrin;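 active = primary inhibition of 50% or more at 10 µM, then 40% or more on retest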; also: some results filed as inactive read as strong as hits
Active calls of the source: *; nt = no result given. An unsorted share of the library, and some 31% of all compounds hit somewhere here.

Sequence of screens: CYP2C19 inhib	CYP2C9 activ	MT1-MMP txn act	Pyk2 oligo antag	Mac1 fbg enh	CYP2C19 activ	PLAP act	CYP2C9 inh	Mac1 fbg inh
- COC(=O)Cn1c(=NC(=O)C(C)(C)C)sc2c(C)cc(C)cc21
  -3	1	nt	nt	0	1	0.9	2	-2
- O=C(COC(=O)c1ccccc1SCC(=O)NC1CCCCC1)NC1CCCCC1
  12	0.9	nt	1.8	1	0.9	0.9	12	6
- Cc1ccc(C2CC(c3cccs3)=NN2C(=O)CSC2=NN3CCCC(=O)N=C3S2)cc1 (centres undefined)
  91*	0.2	nt	nt	8	0.1	1.5	82*	-3
- CC(=O)C1=C(O)C(=O)N(c2cc(C(C)(C)C)on2)C1c1ccc(Br)cc1 (centres undefined)
  4	0.6	1.2	0.65	-1	1	1.2	41	32
- Cc1ccc(S(=O)(=O)c2c(C)nn(C(C)(C)C)c2OC(=O)C(C)(C)C)cc1
  0	0.7	1	-1.1	-4	1	1.3	33	11
- O=C(CN1CCN(S(=O)(=O)c2ccc(Br)cc2)CC1)Nc1ccc(F)cc1F
  54*	1	1.2	0.14	-1	0.5	1.3	-3	-22
- COc1ccc(C(=O)NNc2ccccc2)cc1OC
  15	0.9	nt	0.09	-3	0.8	0.9	8	-6
- Cc1nc2ncnn2c(C)c1Cc1ccc(Cl)cc1
  95*	0.3	1.1	-0.07	-2	0	1.5	73*	-1
- CCOc1cc(-c2cc(-c3ccc(N)cc3)nc(N)c2C#N)ccc1O
  70*	0.1	1	-3.8*	-2	0.3	0.9	89*	-3
- O=C(c1ccco1)N1CCN(c2nc3ccccc3n3nnnc23)CC1
  19	0.5	1.3	-0.05	3	0.8	1.1	47	-43
- CCC(C)NS(=O)(=O)c1ccc(S(=O)(=O)N2CCCC3(CCCCC3)C2)cc1 (centres undefined)
  35	0.3	1.1	-0.66	-8	0.6	0.7	74*	96
- O=c1c2c(nc3cc(-c4ccccc4)[nH]n13)CCS2
  0	0.9	nt	-0.2	nt	1	0.8	7	nt
- COc1ccc(OCCCc2c(C)n[nH]c2C)cc1
  85*	0.3	1.1	0.43	1	0.2	2.3*	69*	16
- COCCN(CC(=O)Nc1cccc(C)c1)S(=O)(=O)c1ccc(S(=O)(=O)N2CCCC2)cc1
  -2	0.4	1.2	1.1	-4	1	1.1	61*	2
- O=C(/C=C/c1cccc(Cl)c1)Nc1ccncc1
  99*	0	nt	0.24	-1	0	1	99*	-4
- CCC(C#CCN1CCCCC1)(CC)OCCC#N
  26	1	1	-0.86	nt	0.7	0.8	3	nt
- COc1ccc(CCNC(=O)CSc2nnc(Cc3csc(N)n3)n2C)cc1OC
  -13	0.5	1.2	-0.01	-2	1.1	1	51*	-11
- COc1ccc(/C(C#N)=C/c2c(-c3ccc(Cl)cc3)nc3c(C)cccn23)cc1
  52*	0.4	nt	-0.47	nt	0.5	1.1	57*	nt
- CN(CC(=O)Nc1cccc2ccccc12)c1ccc(S(=O)(=O)N2CCOCC2)cn1
  -15	0.8	1.1	0.67	-3	1.1	0.9	20	-6
- CCCS(=O)(=O)N1CCN(C(=O)COc2ccc(OC)cc2)CC1
  12	0.8	1	0.5	-3	0.9	1.2	16	6
- O=C(NC(=O)N1CCN(c2ccccc2F)CC1)c1ccccc1
  60*	0.6	1.2	0.01	1	0.4	1.2	35	-2
- COCCn1c(SCC(=O)Nc2cc(C)on2)nnc1-c1ccco1
  26	0.7	1.1	-0.34	-4	0.7	0.9	26	-45
- COc1ccc2nc(SCC(=O)O)nc(C)c2c1
  9	1.1	1.1	0.58	3	0.9	0.9	-6	-14
- O=C(NCc1ccc2c(c1)OCO2)C1CC(=O)N(C2CCCCCC2)C1 (centres undefined)
  9	0.9	1.1	0.19	2	0.9	0.9	10	13
- Cc1[nH]nc(SCC(=O)N2CCC(C)CC2)c1[N+](=O)[O-]
  48	0.8	1	-0.14	-5	0.5	1.3	20	5
- CN1CCN(C(=O)C2C3C=CC(C3)C2C(=O)O)CC1 (centres undefined)
  34	1.1	1	0.53	-3	0.7	0.8	-9	-14
- COc1ccc(Nc2oc(-c3cccs3)nc2C#N)cc1
  28	0.8	1.6	-0.94	nt	0.7	1	17	nt
- O=C(c1ccccc1/S(=N/S(=O)(=O)c1ccccc1)N1CCOCC1)N1CCOCC1 (centres undefined)
  -5	1.1	1.1	1.8	-2	1.1	0.9	-12	-17
- COc1ccc(-c2noc(CN3C(=O)c4ccccc4C3=O)n2)cc1
  4	0.9	1.1	0.19	nt	1	1.1	10	nt
- Cc1ccc(Cn2ccc(NC(=O)c3cc(-c4ccco4)on3)n2)cc1
  19	0.9	1	-0.93	1	0.8	0.9	9	-5
- Cc1ccc2c(Cl)c(C(=O)NCc3cccnc3)sc2c1
  44	0.6	nt	-1.2	2	0.6	1	38	-7
- Cc1cccc(NC(=O)CN2C(=O)CNC2=O)c1
  -10	1.2	nt	-0.18	1	1.1	1	-16	-21
- Cc1cc(C(=O)N2CCN(c3ccccn3)CC2)c(C)o1
  57*	0.9	1.1	0.16	0	0.4	1.1	12	-5
- CCOc1ccccc1NC(=O)N1CCC(n2nnc3cc(C)ccc32)CC1
  90*	1.2	1.1	-0.38	-2	0.1	1.5	-22	-8
- CN1CC(=O)N(CC(=O)Nc2ccc(N(C)C)cc2)c2ccccc2C1=O
  -5	1	0.9	-0.27	0	1	1.1	-5	-3
- CCn1c(SCC(=O)Nc2cc(C)on2)nnc1-c1ccc(S(=O)(=O)N2CCCC2)cc1
  -3	1	1	0.93	-2	1	1	5	-19
- COc1ccc(NC(=O)CSc2nnc(-c3ccccn3)n2-c2ccccc2)cc1OC
  -8	1.1	0.9	0.9	-3	1.1	1.2	-14	6
- O=C(CN1NS(=O)(=O)c2ccccc2C1=O)Nc1ccccc1OC(F)F
  13	0.7	nt	-0.14	-2	0.9	1.1	34	1
- Cn1cc(CC(=O)Nc2cccc(C#N)c2)c2ccccc21
  48	3.1*	1.2	3.6	-1	0.5	0.9	-212	4
- CCSc1ncc(/C=N/Nc2ccc([N+](=O)[O-])cc2)n1C
  0	1	nt	-2	-3	1	1	4	5
- CCCNC(=O)CS(=O)Cc1nc(-c2cccc(OC)c2)oc1C (centres undefined)
  7	0.9	1.1	nt	1	0.9	1.1	6	-7
- Cc1ccc(NC(=O)Cn2cncc2-c2ccc([N+](=O)[O-])cc2)cc1C
  24	0.9	nt	-0.33	4	0.8	1.1	7	-7
- O=C(CCN1C(=O)COc2ccccc21)NCCN1CCc2ccccc2C1
  -6	1	1.1	0.69	3	1.1	1.2	-3	-10
- O=C(CSc1ncn(-c2ccccc2)n1)Nc1nc2ccccc2s1
  65*	0.4	1.2	-0.74	-3	0.4	1	65*	12
- OCCN(CCO)CC(O)COc1ccc2c(c1)OCO2 (centres undefined)
  -9	0.9	1.2	0.82	-1	1.1	1.1	6	-13
- Cc1cc(C(=O)NCc2cccnc2)n(-c2ccccc2)n1
  60*	0.8	1.1	nt	11	0.4	1.1	20	-6
- Cc1ccc2c(C(=O)CN3CCCC3)c(C)[nH]c2c1
  26	0.5	1.2	-0.19	-4	0.7	1.1	50	5
- CC1CCCC(C)N1C(=O)COc1ccc(-c2nnco2)cc1 (centres undefined)
  2	1	0.9	0.28	-2	1	1.1	3	6
- COc1ccc(CNC(=O)C(c2ccncc2)N(C(=O)Cc2cccs2)c2ccccc2C)cc1 (centres undefined)
  54*	0.7	nt	-1.2	-4	0.5	1	28	-9
- Cc1ccc(/C=C/C(=O)O)cc1S(=O)(=O)NCCCO
  0	1	nt	1.8	-8	1	1.1	2	3
- Cc1ccc(-c2nn3c(C)nnc3c3ccccc23)cc1S(=O)(=O)NCCN1CCOCC1
  -3	0.9	nt	0.12	nt	1	1.5	7	nt
- COc1ccc(NCc2ccc3c(c2)OCO3)cc1Cl
  98*	0.1	1.4	0.36	4	0	0.6	86*	-3
- O=S(=O)(c1ccc2c(c1)OCCO2)N1CCC(n2cnc3cc(F)ccc32)CC1
  78*	0.6	1.1	-0.4	-4	0.2	1.1	43	12
- CCCCSC(=O)Nc1ccccc1
  31	0.9	1.1	-0.07	2	0.7	0.9	12	0
- C/C(Cn1nc([N+](=O)[O-])cc1C)=N\NC(=O)c1ccc(C(C)(C)C)cc1
  21	0.6	nt	-0.5	3	0.8	1.4	38	-55
- O=C(NCc1ccccc1)c1cccc(COc2cccc(Cl)c2)c1
  20	0.8	nt	-0.06	0	0.8	0.9	18	-16

Reformatted: 4 of the compounds above.
SMILES: Cc1cc(C(=O)NCc2cccnc2)n(-c2ccccc2)n1
- CYP2C19 inhib: 60*
- CYP2C9 activ: 0.8
- MT1-MMP txn act: 1.1
- Pyk2 oligo antag: nt
- Mac1 fbg enh: 11
- CYP2C19 activ: 0.4
- PLAP act: 1.1
- CYP2C9 inh: 20
- Mac1 fbg inh: -6
SMILES: COc1ccc(CNC(=O)C(c2ccncc2)N(C(=O)Cc2cccs2)c2ccccc2C)cc1 (centres undefined)
- CYP2C19 inhib: 54*
- CYP2C9 activ: 0.7
- MT1-MMP txn act: nt
- Pyk2 oligo antag: -1.2
- Mac1 fbg enh: -4
- CYP2C19 activ: 0.5
- PLAP act: 1
- CYP2C9 inh: 28
- Mac1 fbg inh: -9
SMILES: O=C(NCc1ccccc1)c1cccc(COc2cccc(Cl)c2)c1
- CYP2C19 inhib: 20
- CYP2C9 activ: 0.8
- MT1-MMP txn act: nt
- Pyk2 oligo antag: -0.06
- Mac1 fbg enh: 0
- CYP2C19 activ: 0.8
- PLAP act: 0.9
- CYP2C9 inh: 18
- Mac1 fbg inh: -16
SMILES: Cc1ccc2c(C(=O)CN3CCCC3)c(C)[nH]c2c1
- CYP2C19 inhib: 26
- CYP2C9 activ: 0.5
- MT1-MMP txn act: 1.2
- Pyk2 oligo antag: -0.19
- Mac1 fbg enh: -4
- CYP2C19 activ: 0.7
- PLAP act: 1.1
- CYP2C9 inh: 50
- Mac1 fbg inh: 5
